Screening results from PubChem BioAssay.
bCat KO growth = beta-catenin-lacking colon tumor cell growth suppression. HCT116 beta-catenin knockout viability, CellTiter-Glo, 60 h; hits give low values. viability, % at 10 µM. 1.5% of 140,000 active;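 active means viability at or under a set limit, the compound median less 4 SD, cut at about 6% in these data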;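 further: 0% = Hyamine 1622 control at 20 µM and 100% = untreated cell control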
Phagocyt inh = macrophage phagocytosis inhibition; 0.07% of 110,000 active; AID 1029; inhibition, % at 5 µM; J774A.1 macrophage IgG-bead phagocytosis, imaging;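 active means inhibition above the mean of the plate negative controls plus 5 SD, cut at about 13% in these data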;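 further: phagocytic index as fraction of beads internalized from green versus red external bead signal; plate controls were DMSO negative control for no effect and cytochalasin-D positive control for full effect; some results beyond the cut were filed as inactive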
BB579 growth dn = chemicals that inhibit yeast BB579 growth in restrictive medium (lifespan-shortening candidates); S. cerevisiae BB579 growth, OD615, 48 h; inhibition, % at 10 µM; 0.51% of 140,000 active;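 active means inhibition above a set limit, 3 SD over the mean compound inhibition, cut at about 44% in these data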; further: inactives centre near -24
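Assay system – yeast BB579 (DeaD) · Dosing – single compound dose of 10 µM, 0.25% DMSO final · Detection – OD615 turbidity measurement · Buffer or medium – CSMM-D restrictive synthetic medium containing dextrose (glucose) · Benchmarks – positive control amphotericin B 10 µg/mL · Incubation – 48 h exposure, 30 °C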
E-sel TNF inh = TNF alpha driven E-selectin expression inhibition | inhibition, % at 2 µM | AID 1246 | HUVEC TNFa-induced E-selectin immunofluorescence, high content | 0.71% of 120,000 active;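 active means inhibition above the batch mean plus 3 SD, and confirmed as a hit on visual image review, cut at about 43% in these data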;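 further: 0% = TNF-stimulated DMSO wells and 100% = unstimulated control wells; not every result past the cut was called active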
GALR2 antag = antagonists of human galanin receptor 2 (GALR2); O43603; GALR2-expressing cells, antagonist mode; inhibition, % at 4 µM; 0.39% of 140,000 active; AID 828; in the data active means inhibition above about 27%;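 further: cells stimulated with galanin 1-16 at roughly its EC80; 0% = agonist challenge control and 100% = basal control without agonist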
Target sequence (O43603 whole entry, looked up): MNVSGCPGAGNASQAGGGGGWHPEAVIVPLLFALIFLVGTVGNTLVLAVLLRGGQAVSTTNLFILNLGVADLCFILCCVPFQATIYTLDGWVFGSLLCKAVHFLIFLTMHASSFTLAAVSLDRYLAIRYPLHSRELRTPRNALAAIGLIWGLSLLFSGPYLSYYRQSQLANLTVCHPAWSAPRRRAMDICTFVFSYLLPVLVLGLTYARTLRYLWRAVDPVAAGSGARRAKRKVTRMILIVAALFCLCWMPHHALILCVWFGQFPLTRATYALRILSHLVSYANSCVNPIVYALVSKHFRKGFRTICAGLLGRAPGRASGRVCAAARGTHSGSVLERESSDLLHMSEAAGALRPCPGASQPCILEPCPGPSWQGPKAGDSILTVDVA
MRP1 act = activates MRP-1 | H69AR cells + doxorubicin, viability rescue, CellTiter-Glo | viability increase, % at 10 µM | 0.61% of 140,000 active;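 active means viability gain under doxorubicin at or above a set limit, the compound median plus 3 SD, cut at about 4.7% in these data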;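 further: MRP-1 overexpressing cells given doxorubicin 25 µM after compound pretreatment; 18-22 h compound pretreatment then 72 h with doxorubicin before readout; 0% = doxorubicin-only wells and 100% = vehicle-treated cells without doxorubicin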
Yeast lifespan up = extends the lifespan of yeast; S. cerevisiae growth with nicotinamide, OD615; deaD strain in restrictive glucose medium; inhibition of the nicotinamide effect, % at 10 µM; 0.68% of 130,000 active; AID 775;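 active means inhibition above a set limit, placed 3 SD over the median of all compounds, cut at about 26% in these data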;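 further: 0% = nicotinamide-treated wells and 100% = cells grown without nicotinamide; some compounds called inactive have numbers as strong as hits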
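Assay system: DeaD-strain S. cerevisiae. Medium: CSMM-D glucose medium, restrictive. Reagent: nicotinamide, 1.5 mM, co-present with compound. Compound: 10 µM single point, 0.25% DMSO. Schedule: culture preincubation 4 h, compound exposure 48 h, both 30 °C. Detection: absorbance at 615 nm.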
PTEN del growth = suppresses growth of cells with PTEN deletion; AID 827; viability, % at 10 µM; HCT116 PTEN-null viability, CellTiter-Glo, 60 h; hits give low values; 1.2% of 140,000 active;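 active means viability at or below a set limit, 4 SD under the median of all tested compounds, cut at about 3.7% in these data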;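 further: PTEN knockout HCT116 line with beta catenin targeted HCT116 as companion control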
Measles CPE = protection of cells from measles virus; Measles virus-infected cells, CPE protection, absorbance; protection (pct of control), % at 4 µM; 1.5% of 140,000 active; AID 841; in the data active means protection mostly above about 24%, no sharp cut-off; inactive means mostly below about 26%; further: some compounds called inactive have numbers as strong as hits
NPY-Y2 antag = NPY-Y2 (human) receptor antagonism; P49146; NPY-Y2 expressing cells, antagonist mode; inhibition, % at 2.7 µM; 0.99% of 140,000 active; AID 793; in the data active means inhibition above about 17%;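 further: 0% = vehicle with agonist challenge and 100% = reference antagonist with challenge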
Target sequence (P49146 whole entry, looked up): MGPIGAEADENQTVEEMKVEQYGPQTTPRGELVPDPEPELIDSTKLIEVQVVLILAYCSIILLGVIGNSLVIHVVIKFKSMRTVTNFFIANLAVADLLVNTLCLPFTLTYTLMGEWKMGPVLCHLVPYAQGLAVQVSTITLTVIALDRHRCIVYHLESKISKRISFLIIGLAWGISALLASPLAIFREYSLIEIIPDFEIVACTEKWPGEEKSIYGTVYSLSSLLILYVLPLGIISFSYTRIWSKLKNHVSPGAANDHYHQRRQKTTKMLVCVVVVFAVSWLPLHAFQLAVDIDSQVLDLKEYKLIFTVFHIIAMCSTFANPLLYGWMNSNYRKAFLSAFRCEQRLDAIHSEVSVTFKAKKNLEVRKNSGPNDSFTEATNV
* = called active by the depositor; x = not tested or not shown.

Each structure is followed by: bCat KO growth | Phagocyt inh | BB579 growth dn | E-sel TNF inh | GALR2 antag | MRP1 act | Yeast lifespan up | PTEN del growth | Measles CPE | NPY-Y2 antag
#1 CCC1Oc2ccc(C)cc2N(CC(=O)NCCC2=CCCCC2)C1=O (stereo not given)
  81.8 | -1.1 | -26.2 | -40.8 | -2.3 | -1.5 | -18.1 | 75.7 | 7.7 | 19.1*
#2 CC(=O)Nc1ccc(CN2CCCCCCC2)cc1
  102.4 | -2.0 | -38.7 | x | 11.1 | -0.8 | -11.9 | 99.9 | -1.2 | -0.3
#3 NC(=O)c1ccsc1NC(=O)CSc1nc2ccccc2c(=O)n1CCCO
  104.9 | -0.4 | -32.2 | -3.9 | 11.8 | -4.0 | -20.1 | 99.1 | 14.2 | 5.7
#4 O=S(=O)(c1ccc(Oc2ccc(S(=O)(=O)N3CCOCC3)cc2)cc1)N1CCOCC1
  87.0 | -0.5 | -50.3 | -0.7 | -3.8 | -1.2 | -5.5 | 89.5 | 3.9 | 1.4
#5 Cc1cc(C(F)(F)F)c(C#N)c(SCC(=O)NC(C)(C)C)n1
  98.7 | 9.9 | -2.5 | -13.6 | -3.5 | 0.1 | -11.6 | 90.5 | 31.7 | 3.6
#6 O=C(c1ccccc1Cl)N1N=C(c2ccc(Br)cc2)CC1c1nc2ccccc2[nH]1 (stereo not given)
  68.3 | x | -34.6 | -6.2 | 6.1 | -0.3 | -7.8 | 55.1 | 7.8 | 2.7
#7 O=C(CSc1nc2[nH]ncc2c(=O)[nH]1)N1CCCC1
  88.5 | -7.3 | 0.5 | -26.6 | -3.2 | -0.5 | 2.6 | 97.6 | 21.4 | 0.6
#8 COC(=O)c1c2c(nc3ccccc13)CCC2
  90.1 | x | -45.2 | 1.7 | 3.9 | -0.5 | -11.8 | 101.6 | 5.4 | 4.7
#9 Cc1ccc(C(=O)NC(=S)Nc2ccc3c(c2)OCCO3)c(C)c1
  79.0 | x | -14.7 | -31.1 | -11.7 | -0.8 | -28.6 | 70.2 | 4.9 | 8.2
#10 Cc1ccccc1Oc1cc(NC(=O)CCCn2nc(C)c([N+](=O)[O-])c2C)cc([N+](=O)[O-])c1
  60.9 | -7.1 | -40.5 | -9.2 | 9.0 | 0.1 | -3.5 | 63.0 | 4.8 | 0.6
#11 O=C1CCCc2oc3ccc(O)cc3c21
  93.3 | x | 2.5 | -2.1 | -12.3 | -3.3 | x | 94.6 | 1.7 | 0.9
#12 O=C(NN=C1CCCC1)C(=O)Nc1cccc(C(F)(F)F)c1
  94.2 | -2.5 | -1.9 | 18.0 | -19.4 | 2.2 | -10.0 | 107.5 | 4.0 | 4.6
#13 COc1ccccc1NC(=O)c1ccc(NS(=O)(=O)c2ccc(F)c(Cl)c2)cc1
  79.0 | -9.3 | -22.6 | x | 1.8 | -2.2 | -1.6 | 83.4 | 36.8 | 3.0
#14 CN(C)Cc1ccccc1Sc1cccc2ccccc12
  47.6 | -2.2 | -17.8 | 12.6 | 11.6 | -3.4 | 0.8 | 53.8 | 5.1 | 22.4*
#15 COc1ccc(C)cc1-n1nnnc1SCC(=O)c1ccc2c(c1)OCCO2
  81.2 | 1.9 | -13.4 | -9.1 | -16.0 | 0.3 | -18.2 | 82.2 | 9.2 | 10.1
#16 Cc1cc(C)nc(N2CCCC(C(=O)Nc3ccc4c(c3)OCCO4)C2)n1 (stereo not given)
  103.0 | -1.4 | -33.1 | -8.0 | 14.0 | -2.0 | -15.5 | 89.8 | 17.6 | 4.4
#17 C/C=C/Cn1c(Br)nc2c1c(=O)[nH]c(=O)n2C
  86.9 | x | 17.2 | -16.6 | 1.4 | -1.7 | -1.7 | 91.6 | 3.0 | 3.9
#18 Cc1ccc(/C(O)=C2/C(=O)C(=O)N(CCCn3ccnc3)C2c2ccccn2)cc1 (stereo not given)
  89.0 | x | -5.9 | -31.8 | -0.7 | -1.4 | -12.2 | 91.8 | 1.5 | 2.0
#19 COc1ccc(-n2c(C)cc(C(=O)COC(=O)c3cc(OC)c(OC)cc3NC(=O)c3cccs3)c2C)cc1
  75.7 | -3.5 | -35.4 | x | -2.0 | 2.5 | 1.1 | 68.6 | 5.9 | 4.3
#20 Cn1cc(CN(CCCN2CCOCC2)C(=S)Nc2cccc(Cl)c2)c2ccccc21
  20.4 | -6.0 | -3.8 | -21.6 | -3.6 | -5.2 | -1.1 | 16.3 | 4.0 | 2.5
#21 CCC(C)(C)C1CCC2(CC1)NC(CO)(CO)CO2 (stereo not given)
  93.9 | x | -32.0 | -28.8 | -2.6 | -1.5 | x | 92.6 | 22.9 | 2.3
#22 Cc1ccc(Nc2nc(C(=O)N3CCC(C(=O)N4CCN(C)CC4)CC3)cs2)cc1
  98.0 | -1.6 | -88.3 | -3.9 | 1.9 | -1.2 | -3.3 | 100.5 | 7.3 | 1.1
#23 CC(C)OCCCNc1ncnc2c1cnn2-c1ccccc1
  91.2 | x | -1.2 | -5.1 | 3.9 | 0.3 | -11.8 | 87.9 | 25.5 | 1.0
#24 Cc1cccn2c(=O)c(/C=C(\C#N)S(=O)(=O)c3ccccc3)c(Oc3ccc(Cl)cc3)nc12
  3.6* | x | -49.0 | x | 10.3 | -5.8 | 3.2 | 2.2* | 9.1 | 0.9
#25 COc1ccc(/C=C/C(=O)Nn2cnnc2)cc1
  79.3 | -3.2 | -38.0 | -12.6 | 5.3 | -0.2 | 7.8 | 96.6 | 5.2 | 5.0
#26 Cc1ccc2c(c1)NCC(C(=O)NC1CCC(C)CC1)O2 (stereo not given)
  85.9 | x | -8.0 | -11.9 | -9.4 | -0.8 | 0.5 | 88.1 | 19.4 | -0.5
#27 COC(=O)C1=C(C)NC(=O)NC1c1cn(-c2ccccc2)nc1-c1cccs1 (stereo not given)
  78.7 | -0.5 | -32.0 | -23.3 | 3.8 | -1.9 | -14.9 | 74.4 | 2.7 | 0.6
#28 CN1CCN(S(=O)(=O)c2ccc(NC(=O)c3ccc(Br)s3)cc2)CC1
  70.2 | -2.0 | -69.0 | -10.2 | 5.6 | -2.4 | -5.9 | 74.0 | 17.4 | 1.8
#29 CN(C(=O)N1CCN(c2ccccn2)CC1)c1ccccc1
  87.7 | x | -33.7 | 2.6 | -2.2 | -1.5 | 10.9 | 94.4 | 19.5 | -0.2
#30 O=C(NCC1CCCO1)C(c1cccs1)N(C(=O)Cn1nnc(-c2cccs2)n1)C1CCCC1 (stereo not given)
  95.5 | x | -45.9 | 10.5 | -3.5 | -0.3 | x | 86.2 | 10.3 | 0.9

(continued)
Each structure is followed by: bCat KO growth | Phagocyt inh | BB579 growth dn | E-sel TNF inh | GALR2 antag | MRP1 act | Yeast lifespan up | PTEN del growth | Measles CPE | NPY-Y2 antag
#31 O=C(CNS(=O)(=O)c1cccc(Cl)c1)OCc1csc(-c2ccccc2)n1
  87.8 | -9.1 | -33.1 | x | -9.0 | 1.1 | -7.2 | 90.6 | 14.0 | 4.7
#32 O=C(NCc1cccnc1)NC1CCCN1S(=O)(=O)c1ccc(Cl)cc1 (stereo not given)
  90.8 | -0.2 | -29.8 | x | 2.6 | -1.6 | -8.4 | 91.2 | 2.5 | 0.8
#33 CCOC(=O)CN(C(=O)CSc1nnc(C)n1-c1ccccc1)c1cccc([N+](=O)[O-])c1
  96.7 | -2.1 | -42.7 | -20.3 | -2.7 | -2.9 | -5.5 | 83.2 | 19.6 | 2.1
#34 COCCSc1ccccc1C(=O)NCCCn1ccnc1
  89.0 | 1.3 | 26.5 | -22.8 | 5.6 | -2.6 | -3.3 | 91.2 | 4.3 | -2.5
#35 CC(C)(C)C(=O)OCc1cn(-c2ccccc2)nn1
  96.4 | x | -41.7 | -11.1 | 8.5 | -0.7 | 5.3 | 94.4 | 20.7 | -0.3
#36 CCCn1c2ccccc2c2nnc(SCC(=O)Nc3ncccn3)nc21
  82.2 | x | -57.5 | 17.3 | -0.4 | -0.2 | -7.4 | 102.9 | 8.8 | -1.2
#37 C/C(=N\O)C1(C)N(O)C(C)(C)C(c2ccc(Br)cc2)=[N+]1[O-] (stereo not given)
  78.3 | -3.6 | 10.8 | x | 3.9 | -2.7 | -11.3 | 78.6 | 4.2 | 4.3
#38 Cc1cc(NC(=O)CCOc2ccccc2)no1
  x | 2.2 | x | -12.2 | -5.0 | x | x | x | x | -2.8
#39 CC1(c2cc(C(F)(F)F)n3nc(C(=O)O)cc3n2)CC1
  98.4 | x | -23.1 | 3.8 | -0.4 | -0.8 | x | 97.3 | 22.6 | 5.3
#40 COCCN1C(=O)c2ccccc2C(C(=O)Nc2ccc3c(c2)OCCO3)C1c1ccc(F)cc1 (stereo not given)
  82.0 | x | -46.0 | -16.5 | -1.2 | -3.1 | -0.9 | 75.2 | 6.5 | 5.5
#41 CCc1ccc(C(=O)/C=C/c2cnn(C)c2C)s1
  74.3 | x | -23.0 | -3.0 | 3.1 | -5.0 | x | 72.5 | 45.3 | 7.5
#42 CC(C)C(c1nnnn1C1CCCC1)N1CCN(C(=O)c2ccco2)CC1 (stereo not given)
  99.1 | 0.0 | -8.7 | -5.4 | -2.8 | -1.5 | -6.1 | 99.6 | 11.5 | 3.5
#43 Cc1ccc(N=c2ssnc2Cl)cc1
  96.7 | 1.6 | 20.2 | 6.5 | 13.9 | -1.8 | -6.6 | 87.7 | 7.6 | 2.3
#44 CCOC(=O)c1[nH]c2ccc(Br)cc2c1NC(=O)CCN1CCCC(C)(C)C1
  36.9 | -2.7 | -59.0 | -2.0 | 12.9 | -4.0 | -1.2 | 40.3 | 8.4 | 5.8
#45 COc1ccc(NC(=O)Cn2nnc(C(N)=O)c2N)c(OC)c1
  100.2 | x | -22.4 | x | -27.4 | -1.8 | -12.4 | 99.5 | 2.5 | 3.8
#46 O=C(CN1C(=O)c2ccccc2C1=O)c1ccccc1
  107.7 | -2.1 | -29.7 | 17.8 | 6.2 | -0.4 | -0.9 | 103.6 | 3.9 | 0.9
#47 C=C(C)C1CC=C(C)/C(=N\NC(=O)CNc2cccc3ccccc23)C1 (stereo not given)
  87.3 | -11.3 | -0.4 | x | 1.4 | -1.3 | 2.4 | 88.3 | 16.1 | -1.6
#48 CN(C)[C@H]1N(C(=O)c2ccc(Br)cc2)N=C2c3ccccc3S(=O)(=O)N21
  98.9 | -0.9 | -10.6 | 10.9 | -7.4 | -1.2 | -6.6 | 86.2 | 22.1 | 0.9
#49 CCOC(=O)c1ccc2[nH]cc(C(C)=O)c(=O)c2c1
  96.6 | x | -35.8 | 13.3 | 13.0 | -0.6 | x | 99.9 | 13.3 | -0.8
#50 COc1ccc(S(=O)(=O)CCc2nc3ccccc3s2)cc1
  92.2 | 2.1 | -3.3 | 12.8 | 2.0 | -2.6 | -2.7 | 90.9 | 4.7 | 3.7
#51 CCN(CCCNC(=O)C1CCN(S(=O)(=O)c2c(C)[nH]c(=O)[nH]c2=O)CC1)c1cccc(C)c1
  103.4 | -0.1 | -60.5 | 11.6 | -4.4 | 0.1 | 5.3 | 116.2 | 26.8 | 4.7
